Screens from PubChem.
GPR151 ag = activates the human receptor GPR151 | activation, % at 11.2 µM | PathHunter beta-arrestin GPR151 cells, luminescence | hit rate 1% among 650,000 | AID 1508602; in the data active means activation above about 4.9%;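 further: 0% = median of compound wells and 100% = cells with positive control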
Target sequence (Q8TDV0 whole entry, looked up): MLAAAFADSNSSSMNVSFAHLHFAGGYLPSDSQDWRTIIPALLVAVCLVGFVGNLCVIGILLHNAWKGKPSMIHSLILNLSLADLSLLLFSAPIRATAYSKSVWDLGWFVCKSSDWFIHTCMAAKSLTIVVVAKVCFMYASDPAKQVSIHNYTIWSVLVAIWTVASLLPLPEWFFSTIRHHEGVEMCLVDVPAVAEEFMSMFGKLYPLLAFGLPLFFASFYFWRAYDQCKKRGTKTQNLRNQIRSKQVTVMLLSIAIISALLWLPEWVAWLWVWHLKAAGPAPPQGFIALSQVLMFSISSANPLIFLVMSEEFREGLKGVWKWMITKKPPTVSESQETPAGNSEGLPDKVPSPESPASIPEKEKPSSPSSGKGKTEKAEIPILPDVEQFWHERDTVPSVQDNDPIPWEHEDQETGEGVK
FBW7 activator = activators of human E3 ligase FBW7 | Q969H0 | AlphaScreen FBW7–phospho-cyclin E peptide binding, activator screen | normalized activity (activation), % at 26.1 µM | hit rate 0.13% among 650,000; in the data active means normalized activity above about 1.9%;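 further: purified mutant Fbw7 with reduced substrate affinity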
TEAD-YAP block = TEAD-YAP interaction inhibition; HEK-TIYL cells, TEAD-Gal4/YAP UAS-luciferase luminescence; inhibition, % at 9.12 µM; hit rate 1.4% among 640,000; AID 1259422; in the data active means inhibition above about 32%;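 further: 0% = median of test compound wells and 100% = reference inhibitor wells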
MITF primary = inhibitors of human MITF | O75030 | AlphaScreen MITF homodimerization, bead proximity signal | inhibition, % at 2.6 µM | hit rate 0.91% among 650,000 | AID 1259374; in the data active means inhibition above about 50%;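 further: 0% = vehicle wells with protein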
Target sequence (O75030 whole entry, looked up): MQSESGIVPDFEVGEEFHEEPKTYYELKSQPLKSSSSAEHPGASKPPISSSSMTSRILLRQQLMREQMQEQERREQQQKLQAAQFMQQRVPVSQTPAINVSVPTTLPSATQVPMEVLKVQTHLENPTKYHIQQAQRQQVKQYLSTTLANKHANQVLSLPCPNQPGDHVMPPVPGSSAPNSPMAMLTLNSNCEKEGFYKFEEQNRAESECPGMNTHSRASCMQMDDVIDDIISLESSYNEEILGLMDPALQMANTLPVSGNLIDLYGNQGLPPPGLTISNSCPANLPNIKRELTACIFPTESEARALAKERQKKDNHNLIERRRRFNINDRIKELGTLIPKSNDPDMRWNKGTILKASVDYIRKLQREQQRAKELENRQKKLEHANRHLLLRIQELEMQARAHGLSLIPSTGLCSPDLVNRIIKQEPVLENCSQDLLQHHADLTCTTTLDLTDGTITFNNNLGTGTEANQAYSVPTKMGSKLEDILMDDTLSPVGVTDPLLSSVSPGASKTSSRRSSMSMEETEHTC
* = called active by the depositor.

SMILES | GPR151 ag | FBW7 activator | TEAD-YAP block | MITF primary
CN(C)CCNCC(=O)Nc1ccc2c(c1)OCO2 | -0.9 | -0.1 | 1 | 25
O=c1c2sccc2nc(SCc2cccnc2)n1-c1ccccc1 | 1.6 | -0.5 | -5 | -1
Cc1csc(N/N=C/c2ccccc2OCc2ccccc2)n1 | 1.5 | 0.3 | 26 | 1
COc1ccc(NC(=O)Cc2c[nH]c3ccccc23)cc1 | -0.5 | 0.1 | -5 | 10
COc1ccc(N2CC(NC(=O)Nc3cc(C)cc(C)c3)CC2=O)cc1 (configuration not stated) | 3.8 | -0.1 | 9 | 6
COc1ccc(C(=O)Nc2cc(C(=O)N3CCC(Cc4ccccc4)CC3)ccc2N2CC3CC(C2)c2cccc(=O)n2C3)cc1 (configuration not stated) | 0.3 | 0.0 | 8 | 5
CC(=O)Nc1ccc(Nc2nc(-c3cccc(C(C)=O)c3)nc3c2ncn3C(C)C)cc1 | -0.4 | 0.0 | 29 | 3
O=C(NCc1ccc(Cl)cc1)C(=O)N/N=C/c1ccc(F)cc1 | -1.1 | -0.1 | -5 | 7
Cc1[nH]c2ccccc2c1CCNC(=O)/C(=C/c1ccc(F)cc1)NC(=O)c1ccccc1 | 0.4 | -0.1 | -1 | 22
C=CCn1c(C)c(CN2CCc3nc(C)[nH]c(=O)c3C2)c2ccccc21 | -1.3 | 0.2 | -1 | 15
Clc1ccc(-c2nnc3cccc(Cl)n23)c(Cl)c1 | 3.0 | 0.1 | -1 | 1
CCOC(=O)c1ccc(-c2ccc(/C=C(\C#N)C(N)=C(C#N)C#N)o2)cc1 | 0.1 | 0.4 | -39 | -2
O=c1nc(SCc2cccc(Cl)c2)c2c(n1Cc1ccccn1)CCC2 | -0.5 | -0.4 | -8 | -16
COc1cc2c(cc1OC)C(C#N)=NC(C)(C)C2 | -0.1 | -0.2 | -14 | 3
O=C1CCC(c2ccccc2)N1C(=O)c1cccnc1 (configuration not stated) | -1.2 | 0.1 | -2 | 2
Cc1cc(C(=O)OCC(=O)N2c3ccccc3Sc3ccccc32)c2ccccc2n1 | 1.6 | -0.1 | 5 | 10
C=CCn1c(COc2cccc(Cl)c2)nnc1SCC(=O)O | -0.7 | 0.7 | 3 | 17
Cc1cc2ccccc2c(=O)n1CC(=O)N1CCN(c2ccccc2)CC1 | 1.2 | 0.2 | 4 | 6
CC(C)c1ccc(CN[C@H]2C[C@H]3C(=O)N[C@@H](Cc4ccccc4)C(=O)N3C2)cc1 | -2.1 | 0.0 | -5 | 2
CCOC(=O)c1c(C)oc2cc(Br)c(OC/C=C/c3ccccc3)cc12 | 0.8 | 0.0 | 0 | 17
CC1CC(C)CN(S(=O)(=O)c2ccc(C(=O)N3CCc4ccccc4C3)cc2)C1 (configuration not stated) | 1.0 | 0.0 | 8 | 8
O=C(c1ccc(-n2nnc3ccccc3c2=O)cc1)N1CCc2ccccc2C1 | 6.0* | 0.0 | 2 | 0
Cc1ccc2[nH]c3nc(SCC(=O)Nc4cccc(C(=O)O)c4)nnc3c2c1 | 0.5 | 0.0 | 8 | 0
COc1ccccc1OCC(=O)NCC1CCCN(C(=O)CN2CCCC2=O)C1 (configuration not stated) | 0.2 | 0.0 | -8 | 4
COc1ccc(N2CCN(C3CCCN(C(=O)c4scnc4C)C3)CC2)cc1 (configuration not stated) | -0.3 | 0.0 | 2 | 2

Already shown: 2 of the compounds above.
SMILES | GPR151 ag | FBW7 activator | TEAD-YAP block | MITF primary
CN(C)CCNCC(=O)Nc1ccc2c(c1)OCO2 | -0.9 | -0.1 | 1 | 25
O=c1c2sccc2nc(SCc2cccnc2)n1-c1ccccc1 | 1.6 | -0.5 | -5 | -1

Going on with the list.
SMILES | GPR151 ag | FBW7 activator | TEAD-YAP block | MITF primary
COc1cc(C(=O)NCC(C)C)c([N+](=O)[O-])cc1OC | 2.2 | 0.2 | 5 | 15
O=C(Cn1nnc2c(cnn2-c2ccc(F)cc2)c1=O)Nc1cccc(O)c1 | 0.5 | 1.0 | -7 | 17
COc1ccc(N2CCN(c3ncnc4[nH]ncc34)CC2)cc1 | 1.5 | -0.1 | 0 | -4
CCCCOC(=O)C1CC(Cl)=NO1 (configuration not stated) | -0.6 | 0.4 | 2 | 6
Fc1ccc(CN2CCN(Cc3ccc4c(c3)OCO4)CC2)c(F)c1 | -0.6 | 0.1 | 0 | 61*
CCOC(=O)C(=O)Cc1ccc2ccccc2n1 | -0.5 | 0.4 | -3 | 53*
c1ccc(C2C3=C(CCCC3)Nc3ncnn32)cc1 (configuration not stated) | -1.3 | -0.2 | 3 | 0
CCc1ccccc1NC(=O)c1ccc2snnc2c1 | 0.3 | -0.3 | 0 | -5
COc1ccc(-n2nc3c(c2NC(=O)/C=C\c2ccc4c(c2)OCO4)CS(=O)(=O)C3)cc1 | 1.7 | 0.1 | 0 | -5
N#Cc1c(NC(=O)CCOc2ccccc2)sc2c1CCC2 | -0.3 | -0.1 | -6 | -1
COc1cccc(C(=O)Nc2nc3c(s2)CCc2ccccc2-3)c1 | 0.3 | 0.0 | -8 | 6
CCN(CC)c1ccc(CN2CCC(O)CC2)cc1 | 0.3 | 0.1 | 12 | 7
COC(=O)c1ccc(Nc2nc3c(s2)CCc2ccccc2-3)cc1 | 1.9 | -0.1 | -12 | -2
CC(=O)c1ccc(NC2c3ncccc3C(=O)N2Cc2cccs2)cc1 (configuration not stated) | 0.4 | -0.1 | -7 | 6
CCOc1ccc(C(=O)Nc2cc(-c3nc4ccccc4o3)ccc2C)cc1Cl | 0.1 | -0.1 | -5 | 4
CC1=C(C(=O)OC(C)C)C(c2ccccc2OCc2ccccc2)C2=C(CCCC2=O)N1 (configuration not stated) | 0.9 | 0.2 | -4 | -14
Nc1c(C(=O)Nc2ccc(F)cc2)nnn1Cc1ccc(F)cc1Cl | -0.6 | 0.2 | -29 | 5
O=C(NCCO)c1cccc(-c2cnc3c(NCc4cccs4)nccn23)c1 | 2.6 | -0.1 | -61 | 17
O=C(Cn1c(=O)n(Cc2ccccc2)c(=O)c2ncccc21)Nc1ccc(Br)cc1 | 0.8 | -0.1 | 21 | 3
O=C(On1nnc2ccccc21)C1(c2c(F)cccc2Cl)CCCC1 | 0.2 | 0.8 | -10 | 19
CC(C)C(C(=O)OCC(=O)c1ccc(Br)cc1)N1C(=O)C2C3C=CC(C3)C2C1=O (configuration not stated) | -1.8 | 0.2 | 13 | 10
Cc1cccnc1NC(=O)/C=C/c1c(F)cccc1Cl | -3.6 | -0.1 | -31 | 14
COc1ccc(NC(=O)CN(c2cc(C)cc(C)c2)S(=O)(=O)c2ccccc2)cc1OC | -0.7 | -0.1 | 2 | 1
COc1ccc(NS(=O)(=O)c2ccc([N+](=O)[O-])cc2)c([N+](=O)[O-])c1 | -0.5 | -0.1 | 12 | 4
CCCCCn1c(CCCNC(=O)CCC)nc2ccccc21 | 0.4 | 0.1 | 13 | -1

Shown as tab-separated lines: 7 of the compounds above
SMILES	GPR151 ag	FBW7 activator	TEAD-YAP block	MITF primary
COc1ccccc1OCC(=O)NCC1CCCN(C(=O)CN2CCCC2=O)C1 (configuration not stated)	0.2	0.0	-8	4
COc1ccc(N2CCN(C3CCCN(C(=O)c4scnc4C)C3)CC2)cc1 (configuration not stated)	-0.3	0.0	2	2
COc1cc(C(=O)NCC(C)C)c([N+](=O)[O-])cc1OC	2.2	0.2	5	15
O=C(Cn1nnc2c(cnn2-c2ccc(F)cc2)c1=O)Nc1cccc(O)c1	0.5	1.0	-7	17
COc1ccc(N2CCN(c3ncnc4[nH]ncc34)CC2)cc1	1.5	-0.1	0	-4
CCCCOC(=O)C1CC(Cl)=NO1 (configuration not stated)	-0.6	0.4	2	6
Fc1ccc(CN2CCN(Cc3ccc4c(c3)OCO4)CC2)c(F)c1	-0.6	0.1	0	61*

(continued)
SMILES | GPR151 ag | FBW7 activator | TEAD-YAP block | MITF primary
CCOc1ccc(C(=O)Nc2cccc(-c3ccc(OC)nn3)c2)cc1 | -0.6 | 0.0 | -15 | -8
CCOC(=O)N1CCC(NC(=O)Cn2nc([N+](=O)[O-])c(Br)c2C)CC1 | -1.0 | -0.1 | -7 | 4
CCCC1=NN2C(=N)/C(=C/c3ccc(OCCOc4ccc(C)c(C)c4)c(OCC)c3)C(=O)N=C2S1 | -2.1 | 0.1 | 9 | 3
O=C(N=C1N=C2C=CC=CN2Cc2ccccc21)c1cc2c(s1)CCCC2 | -5.6 | 0.2 | -12 | 3
CCN(C(=O)c1ccc(N2CC3CC(C2)c2cccc(=O)n2C3)c(NC(=O)c2cc3ccccc3oc2=O)c1)c1cccc(C)c1 (configuration not stated) | -0.4 | 0.0 | 14 | 0
NC(=O)CSc1nc(-c2cccc([N+](=O)[O-])c2)cs1 | -4.3 | -0.2 | -22 | 5
COc1ccc(OCc2nc(C#N)c(N(C)Cc3ccccc3)o2)cc1 | 0.4 | -0.1 | -6 | 17
COC(=O)c1ccccc1S(=O)(=O)C1CCN(Cc2cccnc2)CC1 | -2.0 | 0.0 | 0 | 13
O=C1N[C@@H](Cc2ccccc2)C(=O)N2CCN(C(=O)NC3CCCCC3)C[C@H]12 | 0.6 | -0.2 | 13 | 76*
COc1ccc(C(=O)Nc2cc(C)c(NC(=O)c3ccccn3)cn2)cc1 | 0.1 | 0.1 | -6 | 1
COc1ccc(CCNC(=O)c2ccc3c(c2)ncn3-c2ccc(C)c(Cl)c2)cc1OC | -2.1 | 0.5 | -1 | -6
COc1ccc(CCNC(=O)C(=O)c2cc(Br)ccc2NC(C)=O)cc1OC | 0.6 | -0.2 | 9 | 5
COc1ccc(C(=O)N2c3cc(C)ccc3C(Nc3ccc(C)cc3)CC2C)cc1 (configuration not stated) | 0.3 | -1.3 | -2 | 2
O=C(/C=C/c1ccco1)N(Cc1ccsc1)C1CC1 | -1.5 | -0.1 | 1 | -2
COC1CCN(c2nc(CN(C)C(C)c3cccs3)nc3ccc(Cl)cc23)CC1 (configuration not stated) | -0.8 | 0.0 | -10 | 30
O=C(Oc1cccc2cccnc12)C1CCCCC1 | 1.2 | -0.4 | 5 | 18
FC(F)(F)c1nc(NCc2cccnc2)nc2c1CCCCC2 | 0.3 | 0.4 | -10 | -6
CCN(CC)c1ccc(Nc2nc(Cl)ncc2Br)cc1 | -0.2 | -0.2 | -5 | 11
Cc1onc(-c2ccccc2)c1CNS(=O)(=O)c1ccc(N2CCOCC2)nc1 | 1.0 | 0.1 | 1 | 7
Cc1ccc(C(C)C)c(OCC(=O)Nc2ccc3nn(-c4cccc(Cl)c4)nc3c2)c1 | 0.7 | 0.0 | 0 | 5
CCOc1ccc(/C(O)=C2/C(=O)C(=O)N(CCN(CC)CC)C2c2ccc(C(C)C)cc2)c(C)c1 (configuration not stated) | -1.2 | -0.1 | -6 | 5
Cc1ccc2onc(CNC(=O)Nc3cc(C)on3)c2c1 | -0.3 | 0.1 | 4 | 4
COc1ccc(Br)cc1C(=O)NCC1(c2ccccc2)CCOCC1 | 0.4 | 0.0 | -28 | 2
NC(=O)c1c(NC(=O)CSc2cccc[n+]2[O-])sc2c1CCCC2 | 0.1 | 0.0 | 17 | -1
C=CCNC(=O)/C(C#N)=C/c1c(Oc2ccccc2F)nc2ccccn2c1=O | -8.4 | -0.2 | 8 | 6
Going on with the list.
SMILES | GPR151 ag | FBW7 activator | TEAD-YAP block | MITF primary
Cc1cccnc1C1(O)CCN(C(=O)N2CCOCC2)CC1 | 0.2 | 0.1 | 1 | 11
COc1ccc(CCNc2nnc(Cc3ccc(Cl)cc3)c(=O)[nH]2)cc1OC | -0.2 | 0.0 | -2 | -2
CN(CC1CCOCC1)C(=O)CC1C(=O)NCCN1CC(c1ccccc1)c1ccccc1 (configuration not stated) | 4.4 | -0.1 | 3 | 12
COc1ccc(N2CCN(C3CCCN(C(=O)c4cnc5ccccc5c4)C3)CC2)cc1 (configuration not stated) | 0.6 | -0.3 | -2 | 2
O=C(Oc1ccc(/C=N/NC(=O)C(O)c2ccccc2)cc1)c1ccccc1 (configuration not stated) | -0.2 | 0.2 | -1 | -3
COc1ccc2nc(Nc3nc(C)c(C(C)=O)s3)sc2c1 | 3.3 | 0.0 | -41 | -12
CC(C)C(NS(C)(=O)=O)c1nnc2n1CCN(Cc1ccc(F)c(F)c1)CC2 (configuration not stated) | -1.0 | 0.1 | -6 | 0
Cc1ccc2cc(C#N)c(NCCCNS(=O)(=O)c3ccc(F)cc3)nc2c1 | 1.2 | 0.1 | 1 | -4
CCOC(=O)C/C(C)=N/NC(=O)C1CC1c1ccccc1 (configuration not stated) | -0.3 | -0.6 | 18 | 5
CC1CCN(Cc2nnnn2CC(=O)N2CCN(C3CCCCC3)CC2)CC1 | -0.2 | 0.0 | 3 | -4
COc1ccc(C(=O)/C=C/c2ccc(C)cc2)c(O)c1 | 0.5 | -0.1 | -3 | -38
COc1ccc(S(=O)(=O)c2ccc(Cl)cc2)cc1 | -1.3 | 0.0 | 9 | 11
CCOC(=O)c1sc(NC(=O)c2ccc(S(=O)(=O)N(CCOC)CCOC)cc2)nc1C | 1.6 | 0.5 | 10 | 12
CCn1c(C(=O)O)c(CNCc2ccc3c(c2)OCO3)c2ccccc21 | -0.4 | 0.7 | 6 | 6
Cc1ccc(NC(=O)CSc2nc3[nH]ncc3c(=O)n2-c2cccc(Cl)c2)cc1Cl | -0.8 | 0.1 | 18 | -5
COc1cc(-c2cnn3c(NCc4cccs4)ccnc23)cc(OC)c1OC | -0.8 | -0.1 | -23 | 12
O=C(Nc1ccc(-c2nc3ccccc3s2)cc1)c1cccc(N2C(=O)CCC2=O)c1 | -2.2 | 0.1 | 0 | -19
O=C(COC(=O)c1ccc(F)cc1)Nc1ccccc1N1CCOCC1 | 0.4 | 0.0 | 7 | 3
